NadD block = NadD (S. aureus) enzyme inhibition; purified NadD enzyme, colorimetric absorbance read-out; inhibition, % at 20 µM; actives 0.78% (n = 360,000); in the data active = inhibition above about 26%; note: some compounds past the cut are filed as inactive
LMPTP inh = LMPTP (human) inhibition; P24666; recombinant LMPTP-A, OMFP fluorogenic substrate, fluorescence intensity; inhibition, % at 20 µM; actives 0.22% (n = 360,000);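 active = compounds that cut the enzyme signal by at least half of the control window in the single-dose screen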;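 note: plate controls were DMSO wells with enzyme plus substrate for no effect and substrate without enzyme for full effect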
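Assay system: LMPTP-A, protein tyrosine phosphatase of low molecular weight / Medium: pH 6.0 Bis-Tris buffer with DTT and Triton X-100 / Schedule: 50 min enzyme reaction at room temperature, protected from light / Measured by: endpoint fluorescence intensity from OMFP dephosphorylation / Read-out basis: % inhibition relative to no-enzyme and uninhibited control wells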
DNMT1 inh = inhibitors of human DNMT1; P26358; DNMT1 molecular beacon, Hinp1I cleavage, fluorescence; inhibition (reported as % activation of signal), % at 10 µM; actives 0.83% (n = 360,000); AID 588458; in the data active = inhibition above about 50%
MsrA inhibitor = inhibitors of bovine MsrA; actives 0.75% (n = 360,000); AID 651718; inhibition, % at 15.5 µM; purified bovine MsrA, absorbance read-out; in the data active = inhibition above about 4.5%;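 note: 0% = vehicle wells with enzyme and 100% = reference inhibitor wells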
SUMO1-SIM PPI = alters human SUMO1 binding to SIM partners | inhibition, % at 20 µM | AID 602429 | P63165 | SUMO1 binding to a labelled peptide, TR-FRET, 1 h | actives 0.33% (n = 360,000); in the data active = inhibition above about 37%
Target sequence (P63165 whole entry, looked up): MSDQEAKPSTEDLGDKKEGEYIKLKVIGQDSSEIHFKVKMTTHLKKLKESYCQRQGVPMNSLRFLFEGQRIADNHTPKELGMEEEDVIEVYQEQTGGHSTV
Scp-1 inhibitor = inhibitors of human Scp-1 phosphatase; Q9GZU7; Recombinant Scp1, phosphopeptide, malachite green phosphate absorbance; inhibition, % at 20 µM; actives 0.88% (n = 340,000);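 active = inhibition above about 50% at 20 µM, limit read from the data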;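 note: plate controls were DMSO wells with enzyme for no effect and wells lacking enzyme for full effect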
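Material – SCP-1 phosphatase catalytic domain, residues 76-261 · Buffer or medium – Acidic Tris acetate buffer with magnesium and detergent · Also added – Phospho 17-mer peptide substrate · Compound – single 20 µM dose, 1% DMSO · Times – 45 min room-temperature reaction, 5 min colour, 30 min stabiliser · Technique – Phosphate-binding colour reagent, absorbance read at 630 nm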
CSN deneddyl inh = CSN deneddylation inhibition. AID 651999. Q92905. Purified CSN, SCF-Nedd8-OG deneddylation, fluorescence polarization. actives 0.38% (n = 360,000). inhibition, % at 12.5 µM;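 active = pattern-corrected inhibition above about 35%, with an unprinted fluorescence ratio check between 0.5 and 1.5, limit read from the data, passing the limit was not always enough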;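 note: 0% = enzyme with substrate and 100% = substrate without enzyme; some results filed as inactive read as strong as hits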
Target sequence (Q92905 whole entry, looked up, one chain of several): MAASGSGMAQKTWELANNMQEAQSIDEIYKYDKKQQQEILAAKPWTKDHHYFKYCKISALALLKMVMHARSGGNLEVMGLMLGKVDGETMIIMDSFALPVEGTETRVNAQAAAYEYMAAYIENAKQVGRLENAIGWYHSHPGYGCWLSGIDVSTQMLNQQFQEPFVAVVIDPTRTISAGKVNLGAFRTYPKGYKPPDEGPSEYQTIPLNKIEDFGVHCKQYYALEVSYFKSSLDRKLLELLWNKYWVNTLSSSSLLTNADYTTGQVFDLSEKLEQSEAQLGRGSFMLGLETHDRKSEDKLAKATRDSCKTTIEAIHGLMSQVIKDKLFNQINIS
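Test system: Human Csn5 produced in HEK293T cells | Compound: 12.5 µM single point | Times: 90 min, room temperature | Signal: Fluorescence polarization readout | Read-out basis: % inhibition of substrate cleavage by Csn5 | Controls: no-enzyme wells high, enzyme-with-substrate wells low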
STEP block = blocks human striatal-enriched tyrosine phosphatase; P54829; recombinant STEP, OMFP fluorogenic substrate, fluorescence; inhibition, % at 20 µM; actives 0.25% (n = 360,000); AID 588621;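 active = inhibition at 20 µM, scaled per plate between control wells, above about 37%, limit read from the data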;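 note: 0% = DMSO with enzyme and substrate and 100% = substrate only without enzyme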
Target sequence (P54829 whole entry, looked up): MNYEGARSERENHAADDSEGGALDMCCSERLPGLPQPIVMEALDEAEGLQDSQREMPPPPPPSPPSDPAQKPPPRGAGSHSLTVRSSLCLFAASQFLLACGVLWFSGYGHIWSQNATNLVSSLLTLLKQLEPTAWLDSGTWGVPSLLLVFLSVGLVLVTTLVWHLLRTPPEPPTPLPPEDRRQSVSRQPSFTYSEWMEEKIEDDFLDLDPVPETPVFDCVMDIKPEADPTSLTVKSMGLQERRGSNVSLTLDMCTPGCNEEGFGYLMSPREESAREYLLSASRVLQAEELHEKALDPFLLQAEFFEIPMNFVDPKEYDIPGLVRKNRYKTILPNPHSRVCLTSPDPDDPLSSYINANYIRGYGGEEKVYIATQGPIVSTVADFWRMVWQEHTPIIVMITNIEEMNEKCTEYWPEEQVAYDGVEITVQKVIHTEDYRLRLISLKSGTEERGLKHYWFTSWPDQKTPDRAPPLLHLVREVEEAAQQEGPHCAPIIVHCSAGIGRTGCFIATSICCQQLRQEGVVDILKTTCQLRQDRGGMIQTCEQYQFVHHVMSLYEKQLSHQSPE
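Assay system: isolated STEP enzyme / Timing: 20 min at room temperature, dark / Doses: 20 µM, 1% DMSO / Technique: fluorescence intensity, excitation 480 nm, emission 540 nm / Reagent: fluorogenic phosphatase substrate OMFP at 25 µM final / Measure: percent inhibition scaled to no-enzyme and uninhibited-enzyme controls, plate-pattern corrected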
Rpn11 inh = inhibitors of human proteasome Rpn11; human 26S proteasome, Ub4-pepOG fluorescence polarization; 20S core pre-blocked with epoxomicin; O00487; AID 588493; actives 0.59% (n = 360,000); calls only at 20 µM;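 active = inhibition at 20 µM, scaled to each plate's controls, above about 33%, limit read from the data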
TbMetRS inhib = Trypanosoma brucei MetRS inhibition. purified T. brucei MetRS, ATP depletion, Kinase-Glo luminescence. AID 624268. inhibition, % at 11.9 µM. actives 0.4% (n = 360,000);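 active = inhibition above a per-plate cutoff of the control wells' mean inhibition plus 3 SD, cut at about 5.5% in these data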;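 note: 0% = DMSO wells median and 100% = median of wells with control inhibitor compound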
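Test system – parasite MetRS enzyme · Reagent – substrates ATP, L-methionine and bulk Escherichia coli tRNA · Doses – 11.9 µM compound single dose, 0.9% DMSO · Times – 15 min enzyme-compound preincubation, 2 h reaction, 10 min detection, 25 °C · Signal – Kinase-Glo luminescence, ATP depletion format · Controls – DMSO-only wells as low control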
Numbers without * were called inactive; i = inactive; nt = not tested or not shown.

Structure | SUMO1-SIM PPI | CSN deneddyl inh | Rpn11 inh | NadD block | Scp-1 inhibitor | STEP block | MsrA inhibitor | DNMT1 inh | LMPTP inh | TbMetRS inhib
COc1ccc(CC(=O)Nc2cc(S(=O)(=O)N3CCOCC3)ccc2N2CCCC2)cc1 | -1 | -2 | i | -6 | nt | -2 | -0.6 | 1 | -1.9 | -0.1
CC(OC(=O)c1cnccn1)C(=O)c1ccccc1 (configuration not stated) | 2 | 2 | i | -6 | -2 | 3 | -0.1 | -2 | -2.6 | 0.0
Cc1ccc(-c2nn(CCC(=O)NN3CCOCC3)c(=O)c3ccccc23)cc1 | -1 | 3 | i | -2 | -7 | -3 | -1.7 | -2 | -1.8 | -0.2
CC(C)n1c(O)c(N=NC(=O)CNC(=O)Cc2ccc(Cl)cc2)c2ccccc21 | -35 | 4 | i | -9 | -11 | 3 | 0.3 | -3 | 1.0 | 0.5
Cc1cc(C)c2c(N)c(C(=O)N3CCN(c4ncccn4)CC3)sc2n1 | 2 | -5 | i | 3 | -2 | -5 | 1.3 | -4 | -0.6 | -1.1
COc1ccc(-c2ccc3ccccc3n2)cc1 | -2 | -7 | i | -3 | -1 | 2 | 0.8 | 5 | 1.3 | -0.6
Cc1ccc(C)c(N2CCN(C(=S)Nc3ccc4nc(N5CCOCC5)cc(C)c4c3)CC2)c1 | -5 | 7 | i | 5 | -1 | 2 | 0.4 | -23 | 3.8 | -0.1
COc1ccc(S(=O)(=O)N2Cc3ccccc3CC2C(=O)Nc2nccs2)cc1OC (configuration not stated) | 2 | -6 | i | 4 | -2 | 0 | -0.9 | -4 | -2.5 | -1.8
CCCn1c(-c2ccc(OC)cc2)nc2nc3ccccc3nc21 | -25 | 3 | i | -3 | 0 | -1 | 0.4 | -1 | -0.1 | 0.6
Cc1cc(C)nc(NS(=O)(=O)c2ccc(Br)s2)c1 | 12 | 5 | i | -2 | -2 | -2 | 1.4 | -2 | 0.3 | 0.2
COc1ccc(N(CCCN2C(=O)c3cccc4cccc(c34)C2=O)C(=O)c2cccc(OC)c2)cc1 | -1 | 2 | i | -6 | -7 | 4 | 1.4 | -3 | 8.2 | -0.7
CCC(COC)Oc1cc(NCc2ccccc2)c2ncn(C(C)C)c2c1 (configuration not stated) | -1 | 17 | i | 1 | -5 | -1 | -0.5 | 54* | 3.3 | -0.1
COc1ccc(CCCc2nnc(SCC(=O)Nc3nc(C)cs3)n2C)cc1 | -1 | -8 | i | -5 | -4 | -1 | -0.5 | -5 | -0.5 | -0.2
COc1ccc(C2=C(O)C(C)N(c3ccccc3)C2=N)cc1OC (configuration not stated) | -2 | 2 | i | -3 | -4 | 2 | -0.7 | -6 | -1.2 | -0.2
Cc1ccc(Oc2c(C(N)=O)cc([N+](=O)[O-])cc2[N+](=O)[O-])cc1 | -31 | -9 | i | -1 | 3 | -2 | 2.0 | 0 | 0.3 | -1.0
CCN(CC)CCCCNc1ncc2cc(-c3cc(OC)cc(OC)c3)c(NC(=O)NC(C)(C)C)nc2n1 | -2 | -2 | i | 4 | -4 | 3 | -0.6 | -1 | 1.2 | -0.1
CSc1ccccc1NC(=O)CN(C)C(=O)Cn1c(=O)oc2ccccc21 | 2 | 2 | i | -2 | -5 | 1 | -0.4 | 0 | -0.9 | -0.4
Cc1ccc[n+](C2C(c3ccc([N+](=O)[O-])cc3)C(C#N)=C([S-])NC2(O)C2CC2)c1 (configuration not stated) | -10 | 11 | i | 7 | 6 | 2 | 1.7 | 4 | 17 | -0.8
CSc1ccc(CNc2nnnn2C)cc1 | 1 | -2 | i | 2 | 0 | -1 | -0.8 | -4 | -0.6 | -0.6
COc1ccc(-c2nnc(SCC(=O)NCC3CCCO3)n2C)cc1 (configuration not stated) | 3 | 1 | i | 0 | -7 | 8 | 1.5 | 2 | 0.4 | 0.2
CC(C)OC(=O)c1cc(NC(=O)C2C3CCC(O3)C2C(=O)O)cc(C(=O)OC(C)C)c1 (configuration not stated) | -1 | -1 | i | -2 | -4 | -1 | 0.0 | 0 | 0.8 | -0.6
COc1ccc(C)cc1-n1nnnc1SCC1CCCCO1 (configuration not stated) | -3 | 2 | i | -7 | -11 | 2 | -0.5 | -1 | 0.0 | 0.3
CC(C)C(NS(=O)(=O)c1ccc2c(c1)OCCCO2)C(=O)O (configuration not stated) | -2 | -14 | i | 3 | 2 | -4 | -0.3 | 8 | -1.2 | -1.4
O=C1CCCCCN1C(=O)c1cccc(C(=O)N2CCCCCC2=O)c1 | 1 | -1 | i | 8 | 1 | -6 | -0.7 | 1 | -3.5 | -0.6

Look-ups from above.
COc1ccc(C)cc1-n1nnnc1SCC1CCCCO1 (configuration not stated) @ MsrA inhibitor = -0.5
Cc1ccc(C)c(N2CCN(C(=S)Nc3ccc4nc(N5CCOCC5)cc(C)c4c3)CC2)c1 @ TbMetRS inhib = -0.1

Going on with the list:
Structure | SUMO1-SIM PPI | CSN deneddyl inh | Rpn11 inh | NadD block | Scp-1 inhibitor | STEP block | MsrA inhibitor | DNMT1 inh | LMPTP inh | TbMetRS inhib
COc1ccccc1NC(=O)NC1(C(=O)N2CCCCCC2)CCCCC1 | 0 | -1 | i | 4 | -4 | 0 | -0.9 | 0 | -2.6 | -1.6
O=C(O)CCC(=O)OCC1CCCO1 (configuration not stated) | -1 | 1 | i | 2 | -10 | -2 | -0.8 | -3 | -0.2 | -0.7
Cc1ccc(NS(=O)(=O)c2cn(C)cn2)cc1 | -3 | -3 | i | 5 | 0 | -1 | -0.4 | 0 | 0.1 | -0.6
CCNc1nc(NCC)nc(C(=O)NN)n1 | -2 | 3 | i | 3 | -4 | 0 | 0.1 | 91* | -1.0 | -0.8
O=C1C2C3C=CC(C3)C2C(=O)N1/N=C/c1ccc(-c2ccccc2[N+](=O)[O-])o1 (configuration not stated) | -26 | -1 | i | -1 | -2 | -2 | 1.1 | -8 | -0.3 | -0.4
O=c1c2[nH]c3ccccc3c2ncn1CCN1CCNCC1 | 2 | -6 | i | -5 | -2 | 4 | 1.8 | -3 | 2.7 | -0.5
Cc1ccc(NS(=O)(=O)c2cc(C(=O)NCCSC3CCCCC3)ccc2C)cc1 | 2 | 3 | i | -14 | -13 | -2 | -0.5 | -9 | 3.8 | -1.2
Cn1nnnc1SCC(=O)N1c2ccccc2Sc2ccccc21 | 1 | 6 | i | -8 | -10 | -5 | 2.3 | 3 | -1.3 | 0.0
O=C1NCCOC(=O)[C@@H](Cc2ccc(F)cc2)CC/C=C/C[C@@H]1CC(=O)N(CCO)Cc1ccccc1 | 6 | -7 | i | -2 | -8 | 2 | 0.2 | 0 | 0.4 | -0.6
CCN(CC)CCNC(=O)c1ccc(NC(=O)c2cccc(S(=O)(=O)N3c4ccccc4CC3C)c2)cc1 (configuration not stated) | -65 | 2 | i | -7 | 1 | 0 | 0.8 | -6 | -8.6 | -0.5
COc1ccc(N)cc1-n1c(C)ccc1C | 10 | 4 | i | 9 | 20 | -2 | 1.9 | -20 | 16 | -1.1
COc1cccc(CNC(=O)c2cccs2)c1 | -1 | 3 | i | -2 | -5 | -2 | -1.4 | 4 | 0.6 | -0.7

Continued, overlapping the part above by two compounds.
Structure | SUMO1-SIM PPI | CSN deneddyl inh | Rpn11 inh | NadD block | Scp-1 inhibitor | STEP block | MsrA inhibitor | DNMT1 inh | LMPTP inh | TbMetRS inhib
COc1ccc(N)cc1-n1c(C)ccc1C | 10 | 4 | i | 9 | 20 | -2 | 1.9 | -20 | 16 | -1.1
COc1cccc(CNC(=O)c2cccs2)c1 | -1 | 3 | i | -2 | -5 | -2 | -1.4 | 4 | 0.6 | -0.7
CN1CCN(C(CNC(=O)C(=O)NC2CCCC2)c2ccc(F)cc2)CC1 (configuration not stated) | 5 | 2 | i | -3 | -3 | 1 | -1.2 | 1 | -1.0 | -0.2
O=C(c1cc(=O)[nH]c2ccccc12)N1CCc2ccccc2C1 | 1 | -5 | i | -6 | -3 | -5 | 0.9 | 0 | -1.7 | 0.3
NC(=O)CC(NC(=O)c1ccccc1)c1ccc(NCCN2CCOCC2)c([N+](=O)[O-])c1 (configuration not stated) | -36 | -4 | i | -1 | 0 | 1 | -0.1 | 4 | 1.5 | -0.6
Nc1ncnc2c1ncn2[C@@H]1O[C@H](CNCC#Cc2ccccc2)[C@@H](O)[C@H]1O | 3 | 1 | i | 1 | -5 | -1 | nt | -1 | -1.2 | 3.0
CC(C)C[C@@H](CSc1ccc(Br)cc1)N1CCN(CC(C)C)CCC1=O | 0 | 1 | i | -2 | -4 | -3 | 2.1 | 16 | 2.6 | -0.3
COc1nc(N2CCOCC2)nc(-n2cccc2)n1 | 3 | -4 | i | -1 | -5 | -3 | 0.6 | -2 | 0.0 | -0.5
CCN1CCN(C(=O)CCN2C(=O)COc3ccc(C)cc32)CC1 | -1 | -3 | i | 3 | -2 | -2 | -0.1 | 1 | -0.7 | -1.6
CCn1c(CCNC(=O)c2cccs2)nnc1SCC(=O)c1ccc(OC)cc1 | 0 | 4 | i | -3 | -2 | -8 | 0.1 | 5 | -3.2 | -0.4
COc1ccc(Cl)cc1NC(=O)CN1C(=O)NC(C)(Cc2ccc(OC)c(OC)c2)C1=O (configuration not stated) | 0 | 1 | i | -10 | 0 | -1 | 0.4 | -2 | -1.6 | -0.3
CCOC(=O)/C=C1\NC(C)(C)Cc2cc(OC)c(OC)cc21 | -7 | -6 | i | 4 | 2 | -5 | -0.3 | -7 | 0.4 | -0.6
CN(CC(=O)NCCc1ccc(S(N)(=O)=O)cc1)Cc1ccc(Cl)cc1Cl | 1 | -2 | i | -9 | -2 | 0 | 0.9 | -2 | 1.1 | 0.3
C[C@H](CO)N1C[C@H](C)[C@H](CN(C)CC2CCCCC2)Oc2ccc(NS(=O)(=O)c3ccc(F)cc3)cc2CC1=O | 0 | 1 | i | -1 | -3 | -1 | -0.2 | 1 | -1.4 | -0.3
CCc1nn2cc(C(=O)c3cc(C)ccc3O)cnc2c1-c1ccc(F)cc1 | -2 | 0 | i | -1 | 11 | 4 | -1.6 | -5 | 2.6 | 0.3
COc1ccc(CCNC(=O)c2ccc(OCC(=O)N3CCOCC3)c(OC)c2)cc1 | 3 | 0 | i | 6 | 2 | 1 | -1.0 | -4 | 0.1 | -0.5
